GPR35 arrestin U2OS – GPR35 antagonists blocking zaprinast-driven arrestin recruitment, primary screen, imaging, U2OS, beta-arrestin-GFP, zaprinast agonist (AID 2058); U2OS GPR35 beta-arrestin-GFP translocation imaging, zaprinast antagonism; higher % means a stronger effect; one-dose inhibition, % at 10 µM; IC50 in µM for titrated hits; actives 0.052% (n = 290,000);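 active means inhibition of at least 50% with at least 30 cells and total cytoplasm GFP at most 10,000,000; inconclusive means under 30 cells or total GFP of 10,000,000 plus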
MgcRacGAP inhibition – MgcRacGAP GTPase-activating activity inhibitors, confirmation, biochemical, ADP Hunter fluorescence | AID 624330 | actives 0.6% (n = 340,000) | MgcRacGAP-stimulated Rac1 GTP hydrolysis, ADP Hunter fluorescence; higher % means a stronger effect; GST-tagged Rac1 F28L mutant substrate | one-dose inhibition, % at 30 µM; IC50 in µM for titrated hits;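 active means first-screen hits whose inhibition reached a set limit at any dose in the follow-up dose series; inconclusive means inhibition above the set first-screen limit but never retested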;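 further: fluorescence reports GDP produced by GAP-driven GTP hydrolysis; strong numbers were not always called active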
UTI89 phage lysis – protection from phage-mediated lysis, alamar blue read-out – E. coli UTI89, K1F phage, bacterial capsule biogenesis inhibitors (AID 488966) | E. coli UTI89 K1F phage lysis, alamar blue, 2 h; higher % means a stronger effect | actives 0.02% (n = 340,000) | one-dose inhibition, % at 100 µM; IC50 in µM for titrated hits;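 active means phage lysis inhibition, versus mean bacterial control, above a set limit; inconclusive means no clear call, values can overlap the other calls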;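 further: capsule biogenesis inhibitors block K1F phage lysis so surviving cells raise fluorescence; higher fluorescence means more inhibition of phage lysis; actives were called in the ten point dose series up to 300 µM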
GPR55 LPI antagonism – inhibition of LPI-stimulated GPR55 beta-arrestin translocation – imaging, U2OS, beta-arrestin-GFP, LPI agonist, primary screen (AID 2013). U2OS GPR55 beta-arrestin-GFP translocation imaging, LPI antagonism; higher % means a stronger effect. inhibition, % at 10 µM; hits with a dose series show IC50 in µM. actives 0.13% (n = 290,000);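 active means spots per cell inhibited over 60%, with over 100 cells counted and total cytoplasm intensity under 500,000; inconclusive means wells with under 100 cells, flagged as likely toxic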;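 further: U2OS cells stably carrying GPR55 and arrestin-GFP stimulated by 5 µM LPI near EC80; imaged beta-arrestin-GFP aggregate spots per cell after agonist stimulation; plate controls were LPI-stimulated DMSO wells for no effect and DMSO wells without LPI for full effect; some results filed as inactive read as strong as hits; confirmed hits need IC50 under 10 µM and bright autofluorescent wells are also inconclusive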
KOR beta-arrestin-1 – kappa opioid receptor activators – cell-based, luminescence, uHTS, primary screen (AID 1777); activation, % at 10 µM, or EC50 in µM where a hit was titrated; KOR beta-arrestin recruitment, luminescence; higher % means a stronger effect; actives 0.02% (n = 280,000); in the data active means activation above about 50%, passing the limit was not always enough; further: a part of the inactive calls stands beside numbers as strong as those of hits
NOD1 inhibition – NOD1 signaling inhibitors, primary screen, cell-based, luminescence, uHTS (AID 1578); actives 1% (n = 290,000); inhibition, % at 4 µM; hits with a dose series show EC50 in µM; NOD1-driven NF-kB luciferase reporter cells, luminescence; higher % means a stronger effect; in the data active means inhibition mostly above about 36%, no sharp cut-off; inactive means mostly below about 34%;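 further: HEK-293T reporter cells stimulated with the NOD1 agonist gamma-tri-DAP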
GPR55 activation – selective activators of receptor GPR55 – imaging, U2OS cells, beta-arrestin-GFP redistribution, primary screen (AID 1961). activation, % at 10 µM; hits with a dose series show EC50 in µM. actives 0.048% (n = 290,000). U2OS GPR55 beta-arrestin-GFP redistribution imaging; higher % means a stronger effect;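 active means activation above 40% with more than 50 cells counted in the well; inconclusive means wells holding fewer than 50 cells, flagged as toxic or sparse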;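 further: U2OS osteosarcoma cells stably expressing GPR55 and beta-arrestin-GFP; plate controls were DMSO negative control for no effect and LPI positive control for full effect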
NTR1 agonist – NTR1-driven beta-arrestin-GFP spot formation – imaging, U2OS cells, high content, primary screen (AID 493036). agonist mode. actives 0.17% (n = 330,000). activation, % at 20 µM. P30989;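 active means activation at or above 40% of the spot to cytoplasm intensity ratio, with at least 20 cells analyzed; inconclusive means wells under 20 cells, flagged as cytotoxic or low count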;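 further: 0% = DMSO without peptide and 100% = 100 nM NTR1 peptide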
Target sequence (P30989 whole entry, looked up): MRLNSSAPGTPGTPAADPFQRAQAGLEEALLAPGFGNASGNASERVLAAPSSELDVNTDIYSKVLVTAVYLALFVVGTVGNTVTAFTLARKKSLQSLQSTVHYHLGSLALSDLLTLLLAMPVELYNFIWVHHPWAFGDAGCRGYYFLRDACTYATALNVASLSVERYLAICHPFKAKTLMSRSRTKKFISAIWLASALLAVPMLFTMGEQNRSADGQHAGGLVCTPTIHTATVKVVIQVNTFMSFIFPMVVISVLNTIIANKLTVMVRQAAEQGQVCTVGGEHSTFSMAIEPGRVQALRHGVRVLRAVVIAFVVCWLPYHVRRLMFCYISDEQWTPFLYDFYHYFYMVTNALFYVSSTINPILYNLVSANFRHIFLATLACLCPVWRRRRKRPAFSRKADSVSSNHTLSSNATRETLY
KOR beta-arrestin-2 – KOR antagonists, beta-arrestin recruitment, cell-based, luminescence, uHTS (AID 1778); actives 0.091% (n = 290,000); KOR beta-arrestin recruitment, luminescence, antagonist mode; higher % means a stronger effect; one-dose inhibition, % at 10 µM; IC50 in µM for titrated hits; in the data active means inhibition above about 50%; further: strong numbers were not always called active
NTR1 agonist cell count 20 µM – second read-out of NTR1 agonist, no call of its own (marks repeat the call); cell count; measured here: cell count, cytotoxicity flag
* hit, by the source's call; ? = inconclusive; / = no result given; [ ] = dose if it differs, or a comment.

SMILES | GPR35 arrestin U2OS | MgcRacGAP inhibition | UTI89 phage lysis | GPR55 LPI antagonism | KOR beta-arrestin-1 | NOD1 inhibition | GPR55 activation | NTR1 agonist | NTR1 agonist cell count 20 µM | KOR beta-arrestin-2
COc1ccc(OC)c(N/C(=N/c2nc(C)cc(C)n2)NC(C)=O)c1 | -3% | 9% | 0.5% | -6% | 0.2% | 7% | -0.1% | 3.3 | 63 | 43%
CCn1c(C)nc2cc(C(=O)NNC(=S)Nc3ccccc3OC)ccc21 | 1% | / | 2.6%[50 µM] | 19% | 0.4% | 0% | 0.2% | 0.9 | 67 | -2%
C/C(=N\n1c(C)cc(C)c(C#N)c1=O)c1cccs1 | 14% | 9% | -0.6% | 8% | 0.6% | 6% | -0.1% | -0.1 | 85 | -1%
COc1ccc(S(=O)(=O)NCCCCOc2ccc(Cl)cc2)cc1 | 9% | 4% | 0.0% | -4% | 2.6% | -5% | 0.0% | 11 | 87 | -59%
CCOC(=O)N1CCN(S(=O)(=O)c2cc([N+](=O)[O-])ccc2C)CC1 | -6% | 3% | 1.4% | 1% | -3.2% | -48% | -0.1% | 2.4 | 43 | 20%[20 µM]
O=S(=O)(/N=C(\c1ccccc1)N1CCOCC1)c1ccc(Cl)cc1 | 10% | 6% | 1.2% | 9% | 4.0% | -15% | -0.3% | -1.5 | 69 | 2%
CC(=O)OCc1c(C(F)(F)F)nn(C)c1Oc1ccccc1 | 3% | 3% | 0.4% | 7% | -1.9% | -6% | 0.2% | -0.7 | 86 | -64%
Cc1ccc2c(Cl)c(C)c(N3CCCCC3)nc2n1 | 0% | 9% | 2.7%[50 µM] | 11% | 5.3% | -22% | -0.3% | 6.5 | 64 | 5%
COc1ccccc1CCC(=O)N(C)CC(=O)Nc1ccc(Cl)c(C(F)(F)F)c1 | 2% | 5% | -0.1%[50 µM] | 18% | -2.3% | -23% | 0.0% | 2.7 | 56 | 1%
O=C(c1ccc(Br)cc1)N1CCCC(c2nc(-c3cccs3)no2)C1 (stereo not given) | -3% | 3% | 0.0% | 9% | / | -9% | -0.1% | 3.7 | 43 | 10%[20 µM]
CC(=O)NC1(c2nnnn2CCOC(=O)Nc2ccc(Cl)cc2)CCCCC1 | 15% | 9% | -0.1% | 4% | -8.0% | 11% | -0.3% | -0.1 | 68 | -20%
COC(CNC(=O)Cc1c(C)nc2c(-c3ccccc3)c(C)nn2c1C)OC | 10% | 8% | 0.6% | 10% | -3.5% | -32% | 0.8% | -0.2 | 26 | 8%
Fc1ccc(-c2csc(N3CCC(c4ccccc4)C3)n2)cc1 (stereo not given) | -10% | 7% | 1.9% | 1% | 10% | -21% | -0.1% | -0.3 | 36 | -10%
CCOc1ccc(N2CC(C(=O)N3CCCCCC3)CC2=O)cc1 (stereo not given) | 0% | 7% | 0.2% | 17% | 4.1% | -13% | -0.1% | 1.4 | 49 | -72%
Cc1ccc(F)cc1NC(=O)c1c(-c2ccccc2)noc1C | -12% | -2% | -2.7% | 6% | -1.9% | -1% | 0.4% | 0.0 | 79 | -1%
CCN(CC)S(=O)(=O)c1ccc(N2CCOCC2)c(NC(=O)c2ccccc2)c1 | -6% | 3% | 1.3%[50 µM] | -13% | -0.3% | -11% | -0.3% | 5.3 | 70 | -42%
COc1ccc(N(C(=O)CNS(=O)(=O)c2ccccc2)C(C(=O)NCc2ccco2)C(C)C)cc1 (stereo not given) | 9% | -3% | -0.3% | -1% | -2.7% | -14% | 0.9% | 0.4 | 51 | 22%[20 µM]
CCOC(=O)c1ccc(NC(=S)N2CCCC2)cc1 | -18% | -5% | -0.4% | 1% | -1.3% | -32% | -0.2% | -0.6 | 49 | 0%
O=C(NCCc1ccccc1)c1cccnc1 | 16% | 14% | 9.5% | 3% | -6.6% | -14% | -0.1% | -1.0 | 62 | -23%
O=C(CN1CCN(c2ccccc2F)CC1)NC(=O)NCc1ccccc1 | -7% | 3% | 6.7% | 12% | 0.5% | -25% | -0.2% | 0.9 | 45 | -23%
O=C(O)CC(CC(=O)N1CCN(C(=O)c2ccco2)CC1)c1ccccc1 (stereo not given) | 4% | 3% | 1.4%[50 µM] | 14% | 2.6% | -21% | 0.3% | 1.1 | 70 | 5%
COC(=O)c1ccc(C2NC(=S)N(c3ccccc3)C(C)=C2C(=O)Nc2ccccc2OC)cc1 (stereo not given) | 9% | 2% | 0.2% | 5% | -2.4% | 9% | 0.0% | 2.7 | 86 | 9%
Cc1cc(NC(=O)CSc2nc3ccccc3cc2C#N)no1 | 9% | -2% | 0.4% | -4% | -3.0% | -52% | 0.3% | 0.0 | 55 | -44%
COc1cccc(C2c3c(oc4ccc(F)cc4c3=O)C(=O)N2CCCN2CCOCC2)c1 (stereo not given) | -14% | 3% | 7.3% | 6% | -2.6% | -13% | -0.1% | 1.0 | 55 | 3%
COc1ccc(CNC(=O)CCCCCNc2nc(=S)[nH]c3ccccc23)cc1 | -14% | 10% | 0.3% | 3% | -1.9% | -8% | -0.3% | -0.4 | 66 | -20%
CCCn1c(SCC(N)=O)nnc1C(C)C | -6% | 0% | 2.8% | -9% | 0.8% | 13% | -0.6% | -1.0 | 40 | 5%
CCOc1cccc(CNCCSc2nnnn2C)c1 | -1% | -1% | 0.1% | 0% | / | -14% | -0.1% | -0.2 | 49 | -49%[20 µM]
NC(=O)CSc1ncc(-c2ccccc2)[nH]1 | 1% | -3% | -0.7%[50 µM] | 5% | 14% | 3% | -0.2% | 0.3 | 58 | -21%
COc1ccccc1N/C=C/C(=C(C#N)C#N)N(C)C | 7% | 3% | -0.3% | -3% | 0.8% | -32% | 0.3% | 0.5 | 36 | -28%
Nc1ccc2c(c1)C(=O)N(CCCCCC(=O)O)C2 | -1% | 10% | 5.4% | -2% | -0.1% | -31% | 0.4% | 0.1 | 48 | -8%
O=c1cc(Cl)[nH]c(=O)n1Cc1ccc(F)cc1 | 23% | 9% | 0.1% | -5% | -6.4% | 3% | -0.2% | 0.0 | 56 | 9%
CCOc1ccc(S(=O)(=O)Nc2ccc(S(=O)(=O)N3CCCCC3)cc2)cc1 | 13% | 5% | 0.4% | 8% | 3.7% | -12% | 0.4% | 3.5 | 70 | 2%
N#CCSc1nc2c(cc1C#N)CCCCCC2 | 20% | 6% | 1.1% | -4% | 3.4% | -6% | 0.5% | 1.8 | 114 | -11%
Clc1c(OCCCn2ccnc2)ccc2ccccc12 | 2% | 14% | 6.1% | -10% | 1.3% | -12% | -0.2% | 4.1 | 64 | -1%
Cn1c(=O)c2c(nc3n2CC(O)CN3c2ccc(O)cc2)n(C)c1=O (stereo not given) | 0% | ? | 0.2% | 8% | 2.2% | -12% | -0.4% | -0.1 | 76 | -16%[20 µM]
Cc1ccccc1C1C(=O)c2ccccc2C1=O | -5% | 1% | -0.1% | 3% | 0.1% | -39% | 0.7% | -0.6 | 51 | -15%[20 µM]
Cc1ccc(-c2nsc3c(N4CCC(C(N)=O)CC4)ncnc23)cc1 | 5% | 6% | 2.2% | 0% | 1.7% | -48% | -0.1% | 0.4 | 76 | 15%
COc1ccccc1NC(=O)COc1ccc(-c2nn(C)c(=O)c3ccccc23)cc1 | -23% | 4% | 0.5% | 3% | 0.3% | -10% | 0.6% | 3.5 | 45 | -3%
C/C(=N\NC(=O)c1ccc(Cn2cc(Br)cn2)o1)c1ccc(NC(=O)c2ccoc2C)cc1 | 6% | 8% | 0.7%[50 µM] | -4% | 1.7% | 38% | 0.0% | 9.6 | 58 | -24%
O=C(Nc1ccc2oc(-c3ccccc3)nc2c1)c1ccncc1 | 3% | 6% | 0.1% | 4% | -0.3% | 15% | -0.2% | 4.9 | 65 | -7%
O=C(NCCc1ccccc1)c1ccc(Cl)c(S(=O)(=O)N2CCOCC2)c1 | -13% | 5% | 1.2%[50 µM] | 0% | -2.8% | -20% | 0.0% | 0.4 | 62 | -8%
Cc1cc(C)c2cc(CN(CCO)C(c3nnnn3Cc3ccc(F)cc3)C(C)C)c(=O)[nH]c2c1 (stereo not given) | -7% | / | / | 2% | -1.1% | -12% | -0.1% | / | / | 7%
O=C(c1ccccc1)c1nc2ccccc2n(CCCn2c(=O)c(C(=O)c3ccccc3)nc3ccccc32)c1=O | 8% | -5% | -0.1% | 27% | 1.5% | -26% | -0.1% | 2.5 | 76 | 16%
C/C(=N\NC(=O)Cc1c(F)cccc1Cl)c1cccnc1 | -5% | 1% | 0.0% | 13% | 3.3% | -30% | -0.1% | 0.3 | 58 | -15%
Cc1nc2cc(F)ccc2n1C1CCN(S(=O)(=O)c2ccccc2)CC1 | -7% | 0% | 1.0% | -7% | -4.2% | 23% | -0.1% | 2.2 | 86 | 14%
COc1ccc(CCN2CC(C(=O)NCc3nc4ccccc4n3C)CCC2=O)cc1 (stereo not given) | -4% | 6% | 0.4%[50 µM] | -19% | 3.3% | -16% | -0.1% | 0.7 | 53 | -8%
Cn1ncc2c(Nc3cccc4ccccc34)ncnc21 | -10% | 6% | 1.8% | 1% | -3.1% | -4% | -0.1% | 0.9 | 65 | 3%
CCOc1ccc(C(=O)Nc2ccc(N3CCN(C)CC3)cc2)cc1[N+](=O)[O-] | 11% | 11% | 0.3% | 7% | -2.3% | -31% | -0.1% | 0.6 | 56 | -25%[20 µM]
COc1ccccc1CNC(=O)c1ccncc1 | 2% | 7% | 0.0% | 8% | -5.8% | -18% | 0.6% | 0.2 | 56 | -45%[20 µM]
COc1ccc(Cl)cc1S(=O)(=O)NC1CC(C)(C)NC(C)(C)C1 | -9% | -8% | -0.3% | 5% | -4.8% | -32% | -0.1% | 0.0 | 84 | 26%
COc1ccc2c(Cl)c(C(=O)N/N=C/c3cccnc3)sc2c1 | -8% | 6% | 0.8% | -5% | -1.6% | -1% | -0.1% | -0.1 | 44 | 31%
N#CCSc1nnc(-c2c[nH]c3ccccc23)o1 | 10% | 6% | 0.2% | 16% | 2.4% | -27% | 0.3% | -1.4 | 75 | -5%
Cc1cccc(C2CC(c3ccc(Cl)cc3)Nc3nc(N)nn32)c1 (stereo not given) | 3% | 5% | -3.7% | 6% | -5.3% | -28% | -0.3% | 3.8 | 61 | -16%

Only part of the results is shown. The share of hits here may be higher or lower than overall.
